ZTA DNA inh: blocks Epstein-Barr virus ZTA, an EBNA-1 counter-screen | P03206 | ZTA-DNA binding, fluorescence polarization | inhibition, % at 11 µM | 320,000 tested, 0.15% active; in the data active = inhibition above about 33%
Target sequence (P03206 whole entry, looked up): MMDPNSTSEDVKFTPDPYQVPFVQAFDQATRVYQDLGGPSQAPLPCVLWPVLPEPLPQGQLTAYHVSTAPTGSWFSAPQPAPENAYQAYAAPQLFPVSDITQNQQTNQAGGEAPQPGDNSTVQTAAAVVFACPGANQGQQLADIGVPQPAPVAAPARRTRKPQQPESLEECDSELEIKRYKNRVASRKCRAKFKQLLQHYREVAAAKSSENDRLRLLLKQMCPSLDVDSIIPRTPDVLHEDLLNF
LYPLA2 inh: counter-screen for PME1 inhibitors: inhibitors of human LYPLA2. recombinant LYPLA2, FP-Rh probe fluorescence polarization. AID 2177. O95372. 320,000 tested, 0.38% active. inhibition, % at 5.9 µM;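 active = inhibition above the screen-wide mean plus 3 SD, limit set per campaign, cut at about 26% in these data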;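 note: 0% = LYPLA2 with DMSO and 100% = wells lacking LYPLA2 enzyme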
Target sequence (O95372 whole entry, looked up): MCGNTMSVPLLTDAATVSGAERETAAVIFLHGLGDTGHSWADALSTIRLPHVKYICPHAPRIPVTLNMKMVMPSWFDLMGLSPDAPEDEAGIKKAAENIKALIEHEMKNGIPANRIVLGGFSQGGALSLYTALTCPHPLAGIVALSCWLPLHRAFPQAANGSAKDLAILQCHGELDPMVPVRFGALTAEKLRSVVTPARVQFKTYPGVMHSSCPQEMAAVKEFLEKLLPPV
PREPL inh: inhibitors of human prolyl oligopeptidase-like enzyme PREPL. AID 2751. 320,000 tested, 0.68% active. Q4J6C6. recombinant PREPL, fluorescence polarization activity-based probe. inhibition, % at 5.96 µM; in the data active = inhibition above about 43%;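 note: 0% = enzyme with DMSO and 100% = wells lacking enzyme; many of its hits are not listed in these tables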
PAFAH1B3 FP inh: inhibitors of human PAFAH1B3. Q15102. AID 492972. 340,000 tested, 0.28% active. recombinant PAFAH1B3, FP-rhodamine probe, fluorescence polarization. inhibition, % at 3.39 µM;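 active = inhibition above the screen-wide average of all tested compounds plus 3 SD, cut at about 25% in these data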;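 note: 0% = enzyme with DMSO only and 100% = wells lacking PAFAH1B3 protein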
Target sequence (Q15102 whole entry, looked up): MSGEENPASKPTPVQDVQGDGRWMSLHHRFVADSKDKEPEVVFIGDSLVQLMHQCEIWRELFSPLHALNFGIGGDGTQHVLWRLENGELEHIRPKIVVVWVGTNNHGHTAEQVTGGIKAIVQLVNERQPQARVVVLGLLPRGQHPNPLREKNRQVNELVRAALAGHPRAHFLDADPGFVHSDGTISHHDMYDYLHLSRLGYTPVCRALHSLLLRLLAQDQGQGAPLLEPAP
GSTO1 inh: GSTO1 inhibition, counter-screen for RBBP9 inhibitors. AID 1974. inhibition, % at 5.96 µM. recombinant GSTO1, activity-based probe fluorescence polarization. 300,000 tested, 1.1% active. P78417;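 active = inhibition above the campaign mean inhibition plus 3 SD, cut at about 35% in these data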;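 note: 0% = GSTO1-1 with DMSO and 100% = wells lacking GSTO1-1 enzyme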
EBNA-1 inh: blocks EBNA-1 binding to DNA. EBNA-1 DNA binding, fluorescence polarization. inhibition, % at 14.8 µM. 300,000 tested, 0.34% active; in the data active = inhibition above about 28%
PAD4 FP inh: PAD4 (human) enzyme inhibition; Q9UM07; recombinant PAD4, RCA probe fluorescence polarization; inhibition, % at 6.36 µM; 330,000 tested, 0.41% active; AID 485272;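 active = percent inhibition above a cutoff equal to the mean of all tested compounds plus 3 SD, cut at about 15% in these data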;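 note: 0% = PAD4 with RCA probe and DMSO and 100% = probe without PAD4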
PAFAH2 FP inh: inhibitors of human PAFAH2 | Q99487 | recombinant PAFAH2, FP-rhodamine activity probe, fluorescence polarization | inhibition, % at 3.39 µM | 340,000 tested, 0.99% active;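 active = inhibition above the mean over all tested compounds plus 3 SD, cut at about 30% in these data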;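 note: inhibitors block probe labeling of enzyme so polarization drops; 0% = enzyme with DMSO and 100% = wells lacking PAFAH2 protein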
LYPLA1 inh: LYPLA1 (human) inhibition in PME1 counter-screen; inhibition, % at 5.9 µM; O75608; 320,000 tested, 0.16% active; recombinant LYPLA1, FP-Rh probe fluorescence polarization;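 active = inhibition above the mean of all tested compounds plus 3 SD, set per campaign, cut at about 14% in these data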;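 note: inhibitors block serine hydrolase probe labeling of LYPLA1 so polarization falls; 0% = enzyme with DMSO and 100% = wells lacking LYPLA1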
Target sequence (O75608 whole entry, looked up): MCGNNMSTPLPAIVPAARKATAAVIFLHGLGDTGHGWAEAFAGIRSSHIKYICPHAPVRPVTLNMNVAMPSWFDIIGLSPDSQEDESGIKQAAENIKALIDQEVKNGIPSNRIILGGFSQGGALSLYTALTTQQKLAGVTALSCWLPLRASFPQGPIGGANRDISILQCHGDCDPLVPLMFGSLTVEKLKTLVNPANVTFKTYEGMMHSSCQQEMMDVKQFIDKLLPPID
Numbers without * were called inactive; . = no result given.

1) CCOc1ccc(N2CC(C(=O)Nc3ccccc3N3CCOCC3)CC2=O)cc1 (stereo not drawn)
2) CN(CC1CCOCC1)C(=O)CC1C(=O)NCCN1Cc1cccc(Oc2ccccc2)c1 (stereo not drawn)
3) Cc1cc(C(=O)COC(=O)c2ccc[nH]c2=O)c(C)n1-c1ccc(Br)cc1
4) COc1ccc(/C=N/NC(=O)c2ccc[nH]2)cc1
5) COc1ccc(/C(C)=N/N=C(N)N)c(OC)c1
6) CCN(CC)c1ccc(N2C(=O)/C(=C/c3cccs3)SC2=S)cc1
7) Cc1c(/C=N/N2C(=O)C3C4C=CC(C4)C3C2=O)c2ccccc2n1C (stereo not drawn)
8) CC(=O)C1=C(O)C(=O)N(CCc2c[nH]c3ccccc23)C1c1ccc(C)cc1 (stereo not drawn)
compound no.	1	2	3	4	5	6	7	8
ZTA DNA inh	-8	-10	-9	-5	-21	6	4	-6
LYPLA2 inh	0	2	6	5	-2	-7	-3	-3
PREPL inh	4	8	0	-2	-15	-9	31	-1
PAFAH1B3 FP inh	8	3	2	2	1	4	0	12
GSTO1 inh	-2	8	0	2	-2	-5	0	0
EBNA-1 inh	3	0	11	2	-13	12	-2	3
PAD4 FP inh	0	2	2	3	-4	-3	-1	0
PAFAH2 FP inh	-1	3	7	2	-1	-1	-9	4
LYPLA1 inh	-3	4	-2	1	-2	-2	0	-2

The last four records of the part above come first, to join the parts.
5) COc1ccc(/C(C)=N/N=C(N)N)c(OC)c1
6) CCN(CC)c1ccc(N2C(=O)/C(=C/c3cccs3)SC2=S)cc1
7) Cc1c(/C=N/N2C(=O)C3C4C=CC(C4)C3C2=O)c2ccccc2n1C (stereo not drawn)
8) CC(=O)C1=C(O)C(=O)N(CCc2c[nH]c3ccccc23)C1c1ccc(C)cc1 (stereo not drawn)
9) O=C(NC1CCCCC1)N(CCN1CCCC1)Cc1cc2cc3c(cc2[nH]c1=O)OCCO3
10) O=C(NC1CCCC1)C1CC(O)CN1C(=O)Nc1ccccc1 (stereo not drawn)
11) O=C(N/N=C/c1ccc2c(c1)OCO2)c1ccc(Br)o1
12) O=C(CN1C(=O)c2ccccc2C1=O)NC1CCCCCC1
13) COCc1cc(C)nc(OCC(=O)N/N=C/c2ccc(C)cc2)c1C#N
14) CCOC(=O)c1c(C2CC2)csc1NC(=O)COC(=O)CCS(=O)(=O)c1ccc(C)cc1
15) O=C(COC(=O)CNS(=O)(=O)c1cccc(Br)c1)NC(=O)Nc1ccc2c(c1)OCCO2
16) O=C(c1cc2cc(Br)ccc2oc1=O)N1CCCC1
compound no.	5	6	7	8	9	10	11	12	13	14	15	16
ZTA DNA inh	-21	6	4	-6	-10	-8	16	4	-4	3	-10	-6
LYPLA2 inh	-2	-7	-3	-3	3	6	-5	8	7	-2	6	-5
PREPL inh	-15	-9	31	-1	19	4	2	5	21	20	16	8
PAFAH1B3 FP inh	1	4	0	12	1	-7	3	-6	5	2	-1	6
GSTO1 inh	-2	-5	0	0	5	6	-1	-2	4	37*	0	3
EBNA-1 inh	-13	12	-2	3	-14	-4	6	-12	-4	2	-3	-2
PAD4 FP inh	-4	-3	-1	0	1	-4	-2	0	0	0	2	1
PAFAH2 FP inh	-1	-1	-9	4	4	-10	6	2	2	3	-2	3
LYPLA1 inh	-2	-2	0	-2	2	1	0	-1	4	-1	3	-4

17) CCCCN(CC)CCCNC(=O)c1cc2cc3ccc(C)cc3nc2o1
18) Cc1cc(=O)n2nc(N3CCCC(C(=O)NCCc4ccc(Cl)cc4)C3)sc2n1 (stereo not drawn)
19) COc1cc(CN2CCC(C(=O)NC3CCCC3)CC2)cc(OC)c1O
20) COCCNC(=O)c1cc(-c2cccs2)on1
21) O=C(NCc1ccccn1)c1ccc(OC2CCN(Cc3ccc(CO)o3)CC2)cc1
22) CCCN(C(=O)c1cccc(S(=O)(=O)N2CCCc3ccccc32)c1)C1CCS(=O)(=O)C1 (stereo not drawn)
23) COc1ccccc1N1CCN(C(=O)c2cc(-c3ccccc3O)on2)CC1
24) CCc1ccc(CN(C)Cc2nc(Cc3ccccc3)no2)nc1
compound no.	17	18	19	20	21	22	23	24
ZTA DNA inh	-12	-3	-6	13	-10	-10	-4	16
LYPLA2 inh	-9	3	4	0	1	9	1	-3
PREPL inh	-5	11	-10	-2	9	12	3	-6
PAFAH1B3 FP inh	10	2	5	4	6	8	6	-3
GSTO1 inh	3	3	14	0	7	.	1	-7
EBNA-1 inh	-3	1	4	-6	-7	.	-20	-2
PAD4 FP inh	1	4	2	4	2	5	-4	-2
PAFAH2 FP inh	0	8	10	-4	2	2	-10	2
LYPLA1 inh	-2	-2	-2	1	1	2	-3	0

Ordered by value in PAFAH1B3 FP inh (lowest first): 3 of the compounds above
# | structure | PAFAH1B3 FP inh
18 | Cc1cc(=O)n2nc(N3CCCC(C(=O)NCCc4ccc(Cl)cc4)C3)sc2n1 (stereo not drawn) | 2
19 | COc1cc(CN2CCC(C(=O)NC3CCCC3)CC2)cc(OC)c1O | 5
23 | COc1ccccc1N1CCN(C(=O)c2cc(-c3ccccc3O)on2)CC1 | 6

(cont.)
25) CCOC(=O)c1[nH]c(COC(=O)CCCOc2ccccc2)c(C(=O)OCC)c1C
26) Brc1ccc2c(c1)OCCOCCOCCOCCOCCOCCO2
27) O=C(C/C=N/OCc1ccc(Cl)cc1)c1cnc(-c2ccccc2)s1
28) O=C(/C=C/c1c[nH]c2ccccc12)c1cccc2ccccc12
29) O=C(Nc1nc2ccc(Cl)cc2s1)c1ccco1
30) Cc1ccc(NC(=O)C2CC(=O)n3c(nc4ccccc43)N2)cc1 (stereo not drawn)
31) CN(CCC#N)C(=S)Nc1ccc(S(=O)(=O)N2CCOCC2)cc1
32) CCn1nnnc1SCC(=O)NC1CCCC1
compound no.	25	26	27	28	29	30	31	32
ZTA DNA inh	5	6	2	-6	6	-4	-18	-4
LYPLA2 inh	20	2	-11	-7	-6	1	-4	-8
PREPL inh	-11	13	-30	7	-5	-2	12	-6
PAFAH1B3 FP inh	.	-1	7	5	17	-9	2	4
GSTO1 inh	-5	-3	-10	-2	3	-2	9	1
EBNA-1 inh	-2	-8	-5	-3	4	3	-4	-11
PAD4 FP inh	1	-3	-3	-4	-2	1	0	-3
PAFAH2 FP inh	.	-9	3	-2	13	11	-1	11
LYPLA1 inh	2	-2	-10	-7	-5	-1	-2	2

Random excerpt: two compounds from above
28) O=C(/C=C/c1c[nH]c2ccccc12)c1cccc2ccccc12
25) CCOC(=O)c1[nH]c(COC(=O)CCCOc2ccccc2)c(C(=O)OCC)c1C
compound no.	28	25
ZTA DNA inh	-6	5
LYPLA2 inh	-7	20
PREPL inh	7	-11
PAFAH1B3 FP inh	5	.
GSTO1 inh	-2	-5
EBNA-1 inh	-3	-2
PAD4 FP inh	-4	1
PAFAH2 FP inh	-2	.
LYPLA1 inh	-7	2

Remaining list, next part
33) COc1ccc(C(=O)NCc2c(C)oc(C)c2C(=O)O)cc1
34) CCOc1ccc(C(C(=O)NC2CCCC2)N(CCOC)C(=O)CNC(=O)c2ccco2)cc1 (stereo not drawn)
35) CCC/C(=N/NC(=O)c1ccccc1Cl)c1ccccc1
36) COc1ccc(CNC2CC(=O)N(C)C2=O)cc1 (stereo not drawn)
37) CCN1CCN(c2ccc(S(=O)(=O)N3CCCCC3)cc2NC(=O)c2cccc(OC(F)F)c2)CC1
38) O=C(Nc1ccccc1Cl)c1ccc2nccnc2c1
39) COc1cccc(/C=C2\N=C(SC)SC2=O)c1OC
40) CN1C(=O)c2cccc(NC(=O)CCc3ccccc3)c2C1=O
compound no.	33	34	35	36	37	38	39	40
ZTA DNA inh	10	-2	-2	-8	-14	-9	-14	3
LYPLA2 inh	-3	8	1	-1	7	7	5	-2
PREPL inh	6	4	7	2	9	8	-8	-1
PAFAH1B3 FP inh	6	0	5	2	6	8	5	1
GSTO1 inh	10	5	3	4	-6	5	-7	2
EBNA-1 inh	-7	4	-25	2	-2	8	2	-3
PAD4 FP inh	-2	-2	-9	0	1	2	2	-1
PAFAH2 FP inh	-12	2	0	2	7	11	11	10
LYPLA1 inh	1	-1	5	-3	1	3	-1	-4

41) Cc1cc(=O)n(C)c(=O)n1CCCNc1ccccc1
42) COc1cc(C2C(C#N)=C(N)OC3=C2C(=O)CC(C)(C)C3)ccc1OCCN1CCOCC1 (stereo not drawn)
43) Cc1sc2ncnc(SCC(=O)Nc3ncccc3O)c2c1C
44) Cc1ccc(S(=O)(=O)Nc2cc3c(cc2N2CCOCC2)n(C)c(=O)c(=O)n3C)cc1
45) Cc1ccc(NC(=O)CCC(=O)NNC(=O)c2ccccc2[N+](=O)[O-])c(C)c1
46) O=C(OCC(=O)N1CCC(Cc2ccccc2)CC1)c1cc(Cl)ccc1O
47) O=C(Nc1ccccc1F)C1CCCN(S(=O)(=O)c2ccc(-n3cnnn3)cc2)C1 (stereo not drawn)
48) CCOC(=O)c1cc2c(=O)[nH]ccc2nc1C
compound no.	41	42	43	44	45	46	47	48
ZTA DNA inh	7	-2	-9	5	0	0	-4	-8
LYPLA2 inh	2	0	1	5	0	2	-3	0
PREPL inh	3	8	18	16	2	-11	7	-9
PAFAH1B3 FP inh	5	-3	5	12	6	2	1	9
GSTO1 inh	-3	-8	.	-2	0	7	10	6
EBNA-1 inh	8	-4	.	4	-3	4	-3	-17
PAD4 FP inh	3	-5	-9	-1	-3	13	1	0
PAFAH2 FP inh	-1	3	66*	11	2	3	-6	13
LYPLA1 inh	2	0	-3	2	-1	0	-3	3

49) N#CNC(=Nc1cccc(C(F)(F)F)c1)SCc1ccc(C(=O)O)cc1
50) CC(=O)Nc1ccc(S(=O)(=O)N2CCN(C(=O)c3ncoc3-c3ccc(F)cc3)CC2)cc1
51) CC(C)(C)C(=O)Nc1ccc(-c2csnn2)cc1
52) COc1cc(/C=N/NC(=O)CC2(C)OCCCO2)ccc1OCc1ccccc1
53) CCOC(=O)/C(C#N)=C\c1c(OCC)n(CC)c2ccccc12
54) COc1cccc(-c2ccc(NC(=O)C3CCCN(Cc4cnn(C)c4C)C3)cc2)c1 (stereo not drawn)
55) CCCN(CCC)CCCNC(=O)CC1Nc2ccccc2NC1=O (stereo not drawn)
56) Cc1ccc(S(=O)(=O)n2nc(OC(=O)c3cccs3)cc2N)cc1
compound no.	49	50	51	52	53	54	55	56
ZTA DNA inh	23	-15	0	-25	-16	-35	-11	-12
LYPLA2 inh	2	1	-3	9	-2	4	2	7
PREPL inh	-6	0	3	18	15	4	12	26
PAFAH1B3 FP inh	3	0	4	-5	6	4	1	-3
GSTO1 inh	-3	4	-5	11	4	0	6	4
EBNA-1 inh	-3	1	3	-2	-4	3	-9	-2
PAD4 FP inh	3	-7	-4	-2	-8	-5	-2	-1
PAFAH2 FP inh	0	4	3	-7	-11	-1	5	3
LYPLA1 inh	-1	0	3	-1	4	-2	4	1

57) Cc1ccc(-n2c(SCC(=O)OC(C)C)nnc2-c2ccncc2)cc1
58) CCOC(=O)N1CCN(c2ccccc2OC)CC1
59) CS(=O)(=O)c1sc(C(=O)NC(=O)Nc2cccc(C(F)(F)F)c2)c2c1C=CCC2
60) Cn1c(Cn2c(=O)sc3ccccc32)nnc1SCC(=O)NCC1CCCO1 (stereo not drawn)
61) Cc1ccc(NC(=O)Cn2cc(C=O)c3ccccc32)cc1C
62) CCc1c(C(=O)N/N=C/c2cn[nH]c2-c2ccc(F)cc2)csc1C
compound no.	57	58	59	60	61	62
ZTA DNA inh	-12	3	2	11	-10	-2
LYPLA2 inh	-1	1	2	-9	1	-6
PREPL inh	16	-2	1	-1	1	0
PAFAH1B3 FP inh	9	-1	6	-2	3	6
GSTO1 inh	0	-1	-7	11	4	1
EBNA-1 inh	-12	1	-4	0	-6	-5
PAD4 FP inh	-7	1	-1	-4	-3	0
PAFAH2 FP inh	-2	-3	7	3	-2	2
LYPLA1 inh	2	-1	1	0	0	-7

Source: PubChem BioAssay (The Scripps Research Institute Molecular Screening Center)

A portion of the library, so the mix of outcomes need not match the whole.
